# hgDAF-12 ag – activates the H. glycines DAF-12 receptor ligand-binding domain; activation, % at 6.8 µM; HEK293 GAL4-hgDAF12 UAS-luciferase reporter, agonist luminescence; normalized to butyrate control; 370,000 tested, 1.8% active;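 active = activation above a cutoff set at the mean of all screened compounds plus 3 SD, cut at about 10% in these data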;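 note: 0% = DMSO wells and 100% = sodium butyrate wells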
# ADAM10 inh – ADAM10 inhibition, QFRET primary screen; inhibition, % at 7 µM; AID 720582; 370,000 tested, 0.62% active; O14672; recombinant ADAM10, EDANS/DABCYL FRET peptide cleavage, 3 h;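 active = inhibition above a per-campaign cutoff equal to the mean of compounds falling between control-based bounds plus 3 SD, cut at about 20% in these data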;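 note: 0% = DMSO wells while the 100% control is not disclosed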
# GC-A act – GC-A (human) enzyme activation; P16066; HEK293 GC-A cells, cGMP TR-FRET, EC30 ANP; 0% at EC30 ANP, 100% saturating ANP; activation, % at 10 µM; 370,000 tested, 0.14% active; AID 1671463; in the data active = activation above about 40%
# SMARCA2 activ – activators of SMARCA2 function. MG213 cells, MMTV-luciferase reporter, dexamethasone, overnight. activation, % at 9.1 µM. 370,000 tested, 1% active; in the data active = activation above about 7.8%;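 note: 0% = vehicle wells and 100% = reference activator wells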
# DAX1 inh-1 – inhibits human nuclear receptor DAX1. P51843. HEK293 Gal4-DAX1 luciferase reporter, luminescence. inhibition, % at 6.75 µM. 340,000 tested, 0.99% active. AID 504766;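 active = inhibition above the mean over all tested compounds plus 3 SD, cut at about 4.2% in these data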;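 note: 0% = DAX1-transfected cells with DMSO and 100% = empty-vector control cells with DMSO; inhibition shows as a rise in luminescence from relieved DAX1 repression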
# DAX1 inh-2 – blocks DAX1 repression of SF-1 activated StAR promoter | 370,000 tested, 1.1% active | HEK293T StAR-luciferase reporter, SF-1/DAX-1 repression relief | AID 652010 | inhibition, % at 6.8 µM;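 active = inhibition above the mean over all tested compounds plus 3 SD, cut at about 3.6% in these data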;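 note: 0% = DAX-1 cells with DMSO and 100% = cells lacking DAX-1 with DMSO; higher inhibition means more luminescence from relief of DAX-1 repression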
# GAA850 FXN act – increases GAA850 frataxin promoter reporter activity; HEK293 lucGAA850 FXN promoter luciferase reporter, 24 h; percent of 10 µM SAHA response; activation, % at 6 µM; 360,000 tested, 0.56% active; AID 540364;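 active = activation above the average of all compounds screened plus 3 SD, cutoff fixed separately per campaign, cut at about 7.5% in these data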;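 note: 0% = DMSO wells and 100% = 10 µM SAHA wells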
# ssDAF12 agonist – S. stercoralis DAF-12 activation, primary screen | 370,000 tested, 1% active | HEK293 ssDAF-12/GRIP1 lit1-tk-luc reporter, luminescence; % of 3 µM dafachronic acid response | activation, % at 6.8 µM;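 active = activation above the mean over all tested compounds plus 3 SD, cut at about 0.9% in these data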;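 note: 0% = DMSO-only wells and 100% = 3 µM delta7-dafachronic acid wells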
# NPR2 activator – GC-B (human) receptor activation; P20594; HEK293-GC-B cells, CNP EC30, cGMP TR-FRET; 0% at EC30 CNP, 100% saturating CNP; activation, % at 10 µM; 370,000 tested, 0.11% active; AID 1920062;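 active = activation at 10 µM reaching about 35% in either raw or pattern-adjusted values, limit read from the data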
# Target sequence (P20594 whole entry, looked up): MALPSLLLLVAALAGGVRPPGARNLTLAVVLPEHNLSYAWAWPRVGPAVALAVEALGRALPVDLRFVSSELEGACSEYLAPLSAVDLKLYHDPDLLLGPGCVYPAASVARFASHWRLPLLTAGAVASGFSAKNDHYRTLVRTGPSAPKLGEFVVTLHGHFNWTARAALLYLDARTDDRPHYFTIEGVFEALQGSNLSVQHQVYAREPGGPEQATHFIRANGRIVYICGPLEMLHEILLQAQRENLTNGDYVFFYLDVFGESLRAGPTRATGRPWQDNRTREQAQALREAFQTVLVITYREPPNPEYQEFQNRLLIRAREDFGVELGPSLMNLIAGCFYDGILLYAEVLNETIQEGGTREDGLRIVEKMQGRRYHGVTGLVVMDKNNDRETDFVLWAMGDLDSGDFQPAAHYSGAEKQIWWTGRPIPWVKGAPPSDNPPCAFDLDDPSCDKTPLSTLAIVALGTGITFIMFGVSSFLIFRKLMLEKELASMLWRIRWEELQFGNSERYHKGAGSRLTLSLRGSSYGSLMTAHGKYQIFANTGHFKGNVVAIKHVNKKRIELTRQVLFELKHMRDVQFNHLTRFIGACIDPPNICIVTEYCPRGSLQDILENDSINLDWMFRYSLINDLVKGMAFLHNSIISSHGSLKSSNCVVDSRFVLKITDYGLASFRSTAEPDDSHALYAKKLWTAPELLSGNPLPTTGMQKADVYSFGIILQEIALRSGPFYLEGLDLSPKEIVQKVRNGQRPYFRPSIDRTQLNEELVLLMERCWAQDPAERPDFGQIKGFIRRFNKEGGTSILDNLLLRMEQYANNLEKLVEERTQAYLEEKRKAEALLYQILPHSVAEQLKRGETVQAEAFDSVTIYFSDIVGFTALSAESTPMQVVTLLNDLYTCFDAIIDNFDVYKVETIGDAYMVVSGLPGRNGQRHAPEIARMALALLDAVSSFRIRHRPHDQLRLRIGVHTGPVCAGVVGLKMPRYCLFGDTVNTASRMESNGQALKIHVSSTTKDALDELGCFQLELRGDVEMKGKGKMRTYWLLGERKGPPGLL
# hcDAF-12 act – activators of H. contortus DAF-12 nuclear receptor; HEK293 hcDAF-12 lit1-tk-luc reporter, luminescence; 0% DMSO, 100% Δ7-dafachronic acid; activation, % at 6.8 µM; 370,000 tested, 1.4% active;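 active = activation above the mean of all tested compounds plus 3 SD, cut at about 5.5% in these data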;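 note: 100% = response to 3 µM Δ7-dafachronic acid high control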
# HGIII-sPLA2 inh – Blocks human group III sPLA2 activity | Q9NZ20 | inhibition, % at 12.2 µM | AID 743126 | QFRET BODIPY PC-A2 liposome hydrolysis, fluorescence | 370,000 tested, 0.56% active;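 active = inhibition above mean plus 3 SD of compounds lying within the high and low control bounds, cut at about 19% in these data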;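 note: 0% = median of test compound wells and 100% = no enzyme DMSO wells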
# Starred values were filed as active, the others as inactive; i = inactive; . = not tested or not shown.
cpd | SMILES | HGIII-sPLA2 inh | NPR2 activator | SMARCA2 activ | GC-A act | DAX1 inh-2 | ssDAF12 agonist | hgDAF-12 ag | GAA850 FXN act | hcDAF-12 act | DAX1 inh-1 | ADAM10 inh
1 | COc1ccc2c(C(c3ccccc3O)C3CCCN3S(=O)(=O)c3ccc(C)cc3)cn(C)c2c1 (configuration not stated) | -18 | -9 | -1 | -15 | -1.2 | -1.0 | 3.1 | . | 0.7 | . | 9
2 | CC12CCC(C(=O)Nc3ccccc3-n3cccc3)(CC1=O)C2(C)C (configuration not stated) | -14 | -2 | -3 | 0 | 0.3 | -0.6 | -0.6 | 0.4 | 2.5 | 0.5 | -12
3 | CN1CCC(N(C)C(=O)c2ccc(Cl)c(S(=O)(=O)Nc3cc(Cl)ccc3Cl)c2)CC1 | 0 | 2 | -2 | 1 | -0.1 | -2.0 | 1.0 | 0.3 | -1.3 | 1.0 | -10
4 | COc1ccc2nc(NC(=O)C3CCN(S(=O)(=O)c4cccs4)CC3)sc2c1 | -35 | 4 | -4 | 7 | -2.0 | -2.4 | -4.2 | -8.9 | -3.2 | 0.7 | 7
5 | Nc1c(N2CCOCC2)cc(Cl)c2nonc12 | 5 | 3 | -2 | 0 | -0.6 | -1.1 | -0.2 | 0.9 | -1.5 | -1.5 | -3
6 | O=[N+]([O-])c1ccc(N2CCN(c3ccccc3O)CC2)c(Cl)c1 | 7 | 4 | -5 | 9 | -0.5 | -2.0 | 4.0 | 1.5 | -1.2 | -1.2 | 16
7 | CC(Sc1ccc(Cl)cc1)C(=O)NNC(=O)c1ccccc1O (configuration not stated) | 23* | -2 | -1 | 5 | 0.8 | -0.3 | -1.5 | -0.1 | 2.9 | 1.4 | -3
8 | CC(C)N(Cc1nc2ccccc2[nH]1)C(C)C | -1 | 3 | 1 | 1 | 0.1 | -1.1 | -0.5 | -0.1 | -1.0 | 2.3 | -11
9 | O=C(NCc1cccnc1)C1CCN(S(=O)(=O)N2CCOCC2)CC1 | 7 | 4 | -1 | 1 | 0.9 | -1.2 | -0.3 | 2.1 | -0.2 | -0.6 | 8
10 | COc1ccc(/C(C)=N/OCC(=O)Nc2nc3ccccc3s2)cc1 | -13 | -1 | 1 | -2 | 0.5 | -2.0 | -0.5 | 1.3 | -0.6 | -0.3 | 5
11 | c1ccc2c(c1)OCC(c1csc3ncnc(N4CCOCC4)c13)O2 (configuration not stated) | 1 | 13 | 5 | 6 | 0.1 | -1.9 | -0.5 | 0.1 | -1.4 | 0.7 | 7
12 | C=C(C)C1CC=C(C)/C(=N/NC(=O)CCC(=O)Nc2ccccc2Cl)C1 (configuration not stated) | -2 | -3 | 1 | 4 | 0.1 | -0.5 | 1.5 | 1.1 | -0.2 | -1.0 | -1
13 | O=C(NCc1ccc(F)cc1F)[C@@H]1CCCN1C(=O)[C@@H]1CCCN1C(=O)c1ccccc1 | 3 | 3 | 0 | 2 | -0.7 | -0.7 | -1.4 | . | -1.7 | . | -11
14 | CCOC(=O)CC(=O)Nc1ccn[nH]1 | -7 | 0 | 2 | -2 | 0.6 | -1.6 | -0.1 | 2.6 | -0.2 | 2.0 | 4
15 | O=C(c1cn[nH]c1)N1CCc2c([nH]c3ccccc23)C1c1c(F)cccc1Cl (configuration not stated) | -25 | -13 | -2 | -25 | 0.2 | -0.4 | -3.2 | -0.2 | 1.2 | -0.1 | 2
16 | CCOC(=O)C1C(=O)Oc2ccc3ccccc3c2C1C1CCOC1=O (configuration not stated) | -4 | 2 | -1 | -1 | 0.4 | -0.9 | -1.3 | -0.3 | -1.7 | 0.1 | -24
17 | CCOC(=O)c1[nH]c(CN2CCN(c3ccc(OC)cc3)CC2)c(C(=O)OCC)c1C | 12 | -11 | -1 | 0 | 0.0 | -1.8 | 1.7 | 0.8 | -0.5 | -0.7 | 1
18 | Cc1nn(-c2ccccc2)c(Cl)c1C(=O)OCC(=O)NCCc1ccc(S(N)(=O)=O)cc1 | -8 | 0 | -1 | -1 | -4.0 | -0.9 | 0.6 | -0.4 | 0.1 | -0.1 | 1
19 | O=C(NNC(=O)c1ccc(Br)cc1)c1ccncc1 | 0 | 4 | -1 | 2 | -0.1 | -1.9 | -0.4 | -0.8 | 0.3 | 2.5 | 1
20 | COC(=O)c1cc2sccc2n1Cc1nc(-c2cccc(Cl)c2)oc1C | -4 | -3 | -1 | 2 | 1.1 | -1.1 | 1.8 | -1.1 | 1.2 | -0.1 | -2
21 | Cc1ccc(S(=O)(=O)N(C)Cc2ccc(C(=O)N/N=C/c3ccc(OC(F)F)cc3)cc2)cc1 | 2 | 0 | -1 | 3 | 0.0 | -0.7 | -0.8 | -4.2 | -0.9 | 6.2* | -2
22 | CN(CCC1CCOCC1)C(=O)C1CCC(=O)N(CCc2cccc(F)c2)C1 (configuration not stated) | 3 | 4 | -1 | 3 | 0.8 | -1.4 | -0.9 | -2.0 | -0.4 | 0.4 | 9
23 | O=C(NC1CCCC1)C(c1ccsc1)N(C(=O)Cc1cccs1)c1ccc(F)cc1 (configuration not stated) | 0 | -10 | -2 | -15 | 1.1 | -1.6 | 0.8 | 2.6 | 0.5 | 0.3 | -3
24 | NNc1nc2ccccc2c(=O)n1Cc1ccccc1 | -7 | 0 | 5 | 0 | 0.6 | 0.5 | 6.9 | 0.2 | 5.2 | 1.3 | -78
25 | CCOc1cc2c(Cl)ncnc2c(OCC)c1OCC | 6 | 3 | -2 | 4 | -0.1 | -1.0 | -1.4 | -0.8 | 0.0 | -0.6 | -8
26 | O=C(NC1CCc2ccccc21)c1cc(COc2ccc(F)cc2Cl)on1 (configuration not stated) | -1 | 4 | 2 | 5 | 0.1 | -1.2 | 0.6 | -1.4 | 0.7 | -1.1 | 9
27 | OCCNc1nc2ccccc2[nH]1 | 1 | -5 | -1 | 0 | 0.4 | -0.7 | 0.3 | -2.2 | 1.3 | -0.1 | -5
28 | CCC1CCCCN1C(=O)CSc1nc2ccsc2c(=O)n1Cc1ccccc1 (configuration not stated) | 0 | 9 | -1 | -2 | -0.2 | -1.9 | -1.8 | -3.5 | -0.5 | 0.6 | 7
29 | CCOc1ccc(S(=O)(=O)Nc2ccc(C(=O)NCCCN3CCCC3=O)cc2)cc1 | 3 | 3 | -2 | 5 | -0.6 | -1.1 | -1.5 | 1.4 | -0.7 | 0.2 | -10
30 | Oc1c(C(c2ccccc2)N2CCOCC2)ccc2ccccc12 (configuration not stated) | 8 | -6 | -2 | -14 | 0.4 | -0.3 | 1.8 | -0.7 | 2.8 | 0.9 | 2

# Reprinted at random: three entries already listed.
cpd | SMILES | HGIII-sPLA2 inh | NPR2 activator | SMARCA2 activ | GC-A act | DAX1 inh-2 | ssDAF12 agonist | hgDAF-12 ag | GAA850 FXN act | hcDAF-12 act | DAX1 inh-1 | ADAM10 inh
21 | Cc1ccc(S(=O)(=O)N(C)Cc2ccc(C(=O)N/N=C/c3ccc(OC(F)F)cc3)cc2)cc1 | 2 | 0 | -1 | 3 | 0.0 | -0.7 | -0.8 | -4.2 | -0.9 | 6.2* | -2
27 | OCCNc1nc2ccccc2[nH]1 | 1 | -5 | -1 | 0 | 0.4 | -0.7 | 0.3 | -2.2 | 1.3 | -0.1 | -5
26 | O=C(NC1CCc2ccccc21)c1cc(COc2ccc(F)cc2Cl)on1 (configuration not stated) | -1 | 4 | 2 | 5 | 0.1 | -1.2 | 0.6 | -1.4 | 0.7 | -1.1 | 9

# Further results
cpd | SMILES | HGIII-sPLA2 inh | NPR2 activator | SMARCA2 activ | GC-A act | DAX1 inh-2 | ssDAF12 agonist | hgDAF-12 ag | GAA850 FXN act | hcDAF-12 act | DAX1 inh-1 | ADAM10 inh
31 | COc1ccc(C(=O)NC2CCCc3ccccc32)cc1 (configuration not stated) | 8 | 1 | -2 | -1 | -0.4 | -1.1 | 0.7 | 1.4 | -0.5 | -1.4 | -4
32 | CSCC[C@H](NC(=O)Nc1ccc(S(N)(=O)=O)cc1)C(=O)O | 1 | 3 | 3 | 0 | -0.3 | -0.6 | 1.3 | 0.6 | -0.8 | -0.4 | -5
33 | CCOC(=O)NCCc1ccc(OC)cc1 | 1 | -5 | 0 | 12 | 0.2 | -0.6 | 0.2 | 0.9 | -0.1 | -0.6 | -6
34 | CN(CC(=O)Nc1ccc(Cl)c(C(F)(F)F)c1)C(=O)Cn1cc([N+](=O)[O-])ccc1=O | -4 | -7 | -2 | -3 | -0.1 | -0.4 | 0.1 | -1.9 | 0.3 | -0.1 | 1
35 | C(=Cc1c[nH]c2ccccc12)c1ccc2ccccc2n1 | 0 | -6 | 1 | -4 | 8.1* | 5.2* | 18* | -1.3 | 20* | -1.7 | -46
36 | Cc1c(NS(=O)(=O)c2ccc(Cl)c(C(=O)OC(C)C(=O)N3CCOCC3)c2)c(=O)n(-c2ccccc2)n1C (configuration not stated) | -1 | -2 | -4 | -1 | -0.6 | -1.0 | -0.1 | -0.4 | -0.3 | 0.2 | -2
37 | CCOC(=O)c1oc2ccccc2c1NC(=O)Cc1cccs1 | -6 | -1 | 0 | 5 | -0.5 | -0.9 | 0.3 | 2.5 | 0.9 | 0.3 | -2
38 | CCC(=O)NCC(c1cccs1)S(=O)(=O)c1ccc(C)cc1 (configuration not stated) | 5 | 4 | 0 | 1 | 0.1 | -1.2 | -1.1 | -1.6 | -1.9 | 0.2 | 2
39 | O=C(c1cccc(Cl)c1)C1CCCN(C(=O)c2ccoc2)C1 (configuration not stated) | 1 | 4 | -3 | 9 | -0.7 | -0.4 | -1.6 | 1.0 | -2.1 | -0.3 | 0
40 | Cn1c(=O)c2cc(NC(=S)NCc3ccccc3F)ccc2n1Cc1cccc(C(F)(F)F)c1 | 7 | 2 | -3 | -3 | -3.0 | -1.6 | -5.8 | -0.7 | -2.3 | . | i
41 | O=C(CCCN1C(=O)C(c2ccccc2)Oc2cccnc21)NCc1ccccc1F (configuration not stated) | -7 | -8 | 0 | -5 | -1.9 | -1.2 | -2.5 | 0.9 | -2.9 | 0.3 | -4
42 | c1ccc(-c2noc(CN3CCN(C(c4ccccc4)c4ccccc4)CC3)n2)cc1 | 2 | -3 | 0 | -2 | -0.5 | -1.2 | 0.9 | 0.1 | 1.6 | -0.2 | 1
43 | CCN(CC(=O)Nc1c(F)cccc1F)C(=O)Cc1ccccc1 | 1 | 2 | -2 | 2 | -0.2 | -1.0 | 0.1 | 0.8 | 1.1 | 3.0 | 3

# Single records, from the list above. Values in the order: HGIII-sPLA2 inh	NPR2 activator	SMARCA2 activ	GC-A act	DAX1 inh-2	ssDAF12 agonist	hgDAF-12 ag	GAA850 FXN act	hcDAF-12 act	DAX1 inh-1	ADAM10 inh
# Shown for CCOC(=O)c1oc2ccccc2c1NC(=O)Cc1cccs1 = -6	-1	0	5	-0.5	-0.9	0.3	2.5	0.9	0.3	-2
# Shown for O=C(c1cccc(Cl)c1)C1CCCN(C(=O)c2ccoc2)C1 (configuration not stated) = 1	4	-3	9	-0.7	-0.4	-1.6	1.0	-2.1	-0.3	0

# Compound activity (PubChem BioAssay)

# Rows are unselected, and some 6.6% of all compounds hit somewhere here.
